# GRIN3A LBD mod: binders of NR3A ligand-binding domain, primary screen, biophysical, differential scanning fluorimetry, uHTS; NR3A LBD differential scanning fluorimetry, Tm shift; 0% = protein alone, 100% = glycine-bound protein; 340,000 tested, 2.5% active; Glutamate receptor ionotropic, NMDA 3A (GRIN3A) ligand-binding domain; Tm shift relative to glycine control, % at 25 µM;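 active means melting temperature shift of at least 10% of the positive control shift, at one fixed dose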
# hIAP act: human IAP activators, primary screen, biochemical, luminescence, uHTS | Intestinal-type alkaline phosphatase (Homo sapiens), P09923 | purified human IAP, CDP-Star luminescence, 30 min; stronger effect = higher value; 1 = vehicle-only enzyme, 0 = enzyme-free background | activation factor at 10 µM | 330,000 tested, 0.16% active;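 active means activation factor of the enzyme at least 2-fold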; further: the source names both 10 and 20 µM as test concentration; values of inactives mirror those of a sister screen read the other way
# MPTP block: mitochondrial permeability transition pore inhibitors, primary screen, biochemical, isolated mouse mitochondria, absorbance | 360,000 tested, 1.4% active | Ca2+ swelling absorbance, 30 min | inhibition, % at 10 µM;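 active means inhibition of 50% or more, scaled per plate between neutral and stimulator controls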;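 further: 0% = DMSO wells given calcium and 100% = 1 mM EGTA wells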
# SENP1 inh: human SENP1 catalytic domain inhibitors, primary screen, biochemical, FRET, uHTS | recombinant SENP1 catalytic domain, CyPet-SUMO1-YPet FRET cleavage | 360,000 tested, 0.21% active | inhibition, % at 10 µM | AID 624204, 2012;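 active means inhibition at least 30% at 10 µM, raw YFP signal under a set limit, fluorescence ratio 0.5 to 1.5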;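 further: 0% = enzyme with DMSO and 100% = no enzyme wells; some results filed as inactive read as strong as hits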
# Target sequence (Q9P0U3 419-644 limits assumed): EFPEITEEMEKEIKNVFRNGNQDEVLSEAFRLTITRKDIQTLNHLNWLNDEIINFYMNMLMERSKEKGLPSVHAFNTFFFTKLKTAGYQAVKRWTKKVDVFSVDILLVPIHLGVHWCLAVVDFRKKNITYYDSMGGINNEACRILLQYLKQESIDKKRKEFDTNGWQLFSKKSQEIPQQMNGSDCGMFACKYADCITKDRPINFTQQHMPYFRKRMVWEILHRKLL
#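 Assay system – human recombinant His6-tagged SENP1 catalytic domain enzyme · Input – SENP1 enzyme, 20 pM final · Buffer or medium – Tris pH 8 buffer plus EDTA, NaCl, BME, BSA, NP40, catalase · Schedule – 50 min reaction at room temperature · Technique – FRET read of cyan and yellow fluorescence · Control set – no-enzyme wells low, DMSO-plus-enzyme wells high control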
# PfGluPho inh: PfG6PD enzyme inhibitors, primary screen, biochemical, fluorescence intensity, uHTS | glucose-6-phosphate dehydrogenase-6-phosphogluconolactonase (Plasmodium falciparum 3D7) | PfGluPho enzyme, NADPH resazurin-diaphorase fluorescence | inhibition, % at 20 µM | 350,000 tested, 0.78% active;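 active means inhibition reaching at least a set limit at 20 µM in the primary screen, cut at about 59% in these data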;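 further: 0% = DMSO wells with substrate and 100% = DMSO wells lacking glucose-6-phosphate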
# ATG4B inhibitor: ATG4B protease inhibitors, primary screen, biochemical, fluorescence, uHTS; Cysteine protease ATG4B (Homo sapiens), Q9Y4P1; ATG4B cleavage of LC3-PLA2, NBD-HPC fluorescence, 1 h; inhibition, % at 8.33 µM; 340,000 tested, 0.51% active; in the data active means inhibition above about 40%
# SENP8 inh: human SENP8 protease inhibitors, primary screen, biochemical, fluorescence, Nedd8 protein substrate, uHTS; AID 602440, 2012; inhibition, % at 20 µM; 360,000 tested, 0.64% active; recombinant SENP8; in the data active means inhibition mostly above about 40%, no sharp cut-off; inactive means mostly below about 27%
# Target sequence (Q96LD8 whole entry, looked up): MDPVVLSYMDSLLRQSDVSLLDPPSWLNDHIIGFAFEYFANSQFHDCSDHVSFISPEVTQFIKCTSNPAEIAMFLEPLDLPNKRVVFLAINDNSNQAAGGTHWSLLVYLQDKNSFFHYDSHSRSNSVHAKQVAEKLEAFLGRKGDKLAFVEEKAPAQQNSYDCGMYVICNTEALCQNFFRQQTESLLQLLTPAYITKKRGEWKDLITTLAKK
# SENP6 block: SENP6 protease inhibitors, primary screen, biochemical, luminescence, uHTS; Sentrin-specific protease 6 (Homo sapiens), Q9GZR1; 330,000 tested, 1.8% active; inhibition, % at 10 µM; Recombinant SENP6 catalytic domain, aminoluciferin luminescence;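 active means inhibition above about 50% at the single tested dose, limit read from the data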;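 further: plate controls were DMSO wells with enzyme for no effect and DMSO wells lacking enzyme for full effect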
# Target sequence (Q9GZR1 628-1112 limits assumed): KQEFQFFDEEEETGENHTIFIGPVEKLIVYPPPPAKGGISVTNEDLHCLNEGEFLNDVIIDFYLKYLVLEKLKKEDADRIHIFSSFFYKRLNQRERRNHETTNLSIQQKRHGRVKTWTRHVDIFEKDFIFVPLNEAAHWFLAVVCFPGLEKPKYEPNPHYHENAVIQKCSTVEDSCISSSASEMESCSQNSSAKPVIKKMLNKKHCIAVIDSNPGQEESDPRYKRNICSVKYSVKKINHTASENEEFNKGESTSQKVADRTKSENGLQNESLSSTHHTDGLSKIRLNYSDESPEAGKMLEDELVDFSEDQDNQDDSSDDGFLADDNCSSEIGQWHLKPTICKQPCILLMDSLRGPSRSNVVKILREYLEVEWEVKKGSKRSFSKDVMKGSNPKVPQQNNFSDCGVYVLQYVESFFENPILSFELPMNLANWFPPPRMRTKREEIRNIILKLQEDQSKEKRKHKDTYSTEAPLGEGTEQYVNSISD
# * = called active by the depositor; . = not tested or not shown.
SMILES,GRIN3A LBD mod,hIAP act,MPTP block,SENP1 inh,PfGluPho inh,ATG4B inhibitor,SENP8 inh,SENP6 block
O=C(Nc1ccc(Br)cc1F)c1sccc1-n1cccc1,2.9,1.08,3.7,-2.6,-2.3,10.5,7.9,14.8
Cc1cc(C)c(C(=O)CSc2nc(C)cc(=O)[nH]2)c(C)c1,-3.2,1.01,0.6,3.0,-0.7,0.8,10.7,-0.3
CS(=O)(=O)c1ccc(-c2csc(-c3cccnc3)n2)cc1,0.2,0.962,0.5,-1.3,9.2,-4.7,-14.9,-20.8
O=C(O)c1ccccc1-c1ccccc1C(=O)Nc1ccccc1Br,-1.0,1.1,0.4,2.2,-1.8,-4.1,21.8,4.3
CC(=O)C1=C(C)OC(N)=C(C#N)C1c1cc2cc(C)c(C)cc2nc1Cl (stereo not given),-6.0,0.97,0.2,-0.8,-38.8,-3.1,-16.7,3.2
COc1ccc(CNC(=O)C2CCCN(S(=O)(=O)N3CCC(C)CC3)C2)c(OC)c1 (stereo not given),-10.6,1,-1.1,1.9,-11.9,1.2,13.2,8.7
CN(/N=C/c1ccncc1)C1=NCCN1,0.5,0.999,0.5,1.1,-22.1,19.5,2.2,1.4
O=C(O)C1C2C=CC(O2)C1C(=O)Nc1ccccn1 (stereo not given),-1.0,.,-1.0,0.5,-9.2,-4.1,-397.8,.
CC1Cc2nc(SCC(=O)NCC3CCCO3)n(-c3ccccc3)c(=O)c2S1 (stereo not given),.,.,-1.2,0.2,-2.2,.,1.5,.
CC(C)CCNC(=O)CSc1nc2ccsc2c(=O)n1NC(=O)c1ccccc1,-1.3,1.07,-1.2,0.3,-34.5,-7.2,24.0,1.2
c1ccc(C2CC(c3ccccc3)n3ncnc3N2)cc1 (stereo not given),-0.6,1.46,-1.1,0.8,7.5,-9.1,-9.6,-20.3
O=C1CC(C(=O)Nc2ccccc2)C2(CCCC2)O1 (stereo not given),0.3,0.836,-0.6,0.6,-16.3,-1.4,4.1,0.0
CC(=O)CSc1nc(-c2ccccc2)c(-c2ccccc2)o1,-2.3,1.01,0.2,-0.8,-4.3,5.6,-299.3,-0.3
CCC1(c2ccc(C)cc2)NC(=O)N(C(C)C(=O)Nc2ccc(N3CCOCC3)cc2)C1=O (stereo not given),-0.8,0.876,0.5,1.8,-7.9,3.4,9.9,4.4
CC1(C(=O)Nc2cccc3ccccc23)CC1(Br)Br (stereo not given),1.4,1.14,3.1,-6.5,18.6,-11.8,-385.7,59.7*
CCCCNC(=O)COc1ccccc1C(=O)c1cc(C#N)c(=O)n(CCOC)c1,1.2,0.903,2.5,-60.1,10.7,-4.4,-48.5,-21.6
O=C(O)CN1C(c2ccccc2)=Nc2ccc(Br)cc2C1c1ccccc1 (stereo not given),1.2,0.872,-1.0,-1.3,-15.8,2.9,1.8,-10.5
Cc1ccc(N(CC(=O)NCc2ccc3c(c2)OCO3)C(=O)CCC(=O)Nc2ccccn2)cc1,1.0,1.18,1.3,-0.3,-7.8,-9.2,15.5,-14.0
C[C@H](CO)N1C[C@H](C)[C@@H](CN(C)S(=O)(=O)c2ccc(Cl)cc2)Oc2ccc(NS(=O)(=O)c3ccccc3)cc2CC1=O,-11.0,0.978,-1.4,0.7,-3.6,-8.3,14.9,-4.9
CC(=O)c1cccc(NC(=S)NC(=O)CC(C)(C)C)c1,-0.8,0.801,-0.7,0.0,0.6,-4.0,4.8,3.8
CCN(c1ccccc1)S(=O)(=O)c1cccc(C(=O)NCC(c2ccco2)N2CCCCC2)c1 (stereo not given),0.1,.,1.3,1.5,8.4,-4.2,11.2,.
O=S(=O)(c1ccc(F)cc1)N1CCCC(CO)C1 (stereo not given),-0.5,0.942,7.8,4.1,-5.5,0.8,23.7,7.2
Cc1ccc(C(c2sc3nc(C)nn3c2O)N2CCN(CCO)CC2)cc1 (stereo not given),-1.6,0.921,-0.3,-0.6,3.8,-17.5,9.9,5.3
CC(C)C(=O)Nc1ccc2c(c1)nc(CCN1CCN(C)CC1)n2C,-2.5,0.918,0.4,2.4,-3.5,-2.8,11.9,-1.8
COc1ccc(-c2nnc(NC(=O)c3c(OC)cccc3OC)s2)cc1,1.9,1.32,0.6,0.5,-16.6,8.8,-230.6,11.9
Cc1cc(S(=O)(=O)NC2CCCCC2)ccc1OCC(=O)NCc1cccnc1,0.1,0.807,-1.3,0.9,-3.3,-24.8,8.5,7.1
COc1cc(Cl)ccc1S(=O)(=O)n1nc(C)cc1C,-14.3,1.03,0.1,1.8,6.8,-4.3,8.6,9.1
Cc1ccc2oc(=O)c3cnn(CC(=O)N4CCN(c5ccccc5)CC4)c3c2c1,-1.2,0.928,-1.9,-0.7,1.5,4.0,32.9,2.4
O=C(NNC(=S)NCc1ccccc1)c1ccc2c(c1)OCO2,0.1,0.989,0.0,-0.6,-12.9,9.7,12.2,6.4
CCOc1ccc(C(C)=O)cc1CC(C(N)=O)C(N)=O,-2.1,0.82,0.2,0.0,0.7,3.9,18.6,-4.2
COC(=O)[C@@]1(Cc2ccc(OC)cc2)[C@H]2c3cc(C(=O)N(C)C)n(C[C@H](O)CO)c3C[C@H]2CN1C(=O)c1ccccc1,-3.3,0.885,.,.,-5.5,6.3,.,-10.8
CCCCC(=O)Nc1ccc(C(=O)N2CCN(C)CC2)cc1,-0.6,1.06,-1.0,0.7,0.3,-7.5,14.2,8.2
Cn1cc(/C=C2\SC(=S)N(NC(=O)c3ccccc3)C2=O)c2ccccc21,-0.7,.,2.1,8.5,2.4,4.8,32.1,.
OC1(c2cccc(C(F)(F)F)c2)CCN(Cc2nnnn2CCc2ccccc2)CC1,-1.3,0.95,2.1,0.0,-10.1,3.1,8.4,3.7
CCN=C1S/C(=C/c2ccc(-c3ccc(F)cc3)o2)C(=O)N1CC,-5.5,1.03,-0.2,-22.9,32.0,-4.2,-284.8,-20.5
CC(=O)c1cccc(NC(=O)C2=CN3CCS(=O)(=O)N=C3C=C2)c1,2.4,1.09,-1.0,2.2,4.5,-7.7,-148.4,-11.0
CC(=O)N/C(=C\c1ccccc1)C(=O)OC(C)C(=O)Nc1ccccc1F (stereo not given),-2.3,1.03,-1.3,3.8,3.3,-7.6,10.5,-1.7
C[N+]1(C2CCC3CCCC2C3O)CCCCC1 (stereo not given),-1.4,1.07,-2.0,1.5,-9.7,0.5,15.2,-0.6
Cc1ccc(NC(=S)N2CCN(S(=O)(=O)c3c(F)cccc3F)CC2)cc1C,-4.4,1.07,-1.8,6.2,-4.9,-12.0,4.7,-9.9
c1cnc(Oc2ccc3oc4ccccc4c3c2)nc1,0.8,1.16,0.2,-1.2,-5.0,-6.2,19.7,-13.0
CC1CCCC(NC(=O)COC(=O)c2ccc(Br)o2)C1C (stereo not given),-1.1,0.838,0.6,-0.4,-5.3,-2.2,8.7,-8.5
CC1=NN(c2ccccc2)C(=O)C1C=Nc1ccc(N(C)C)cc1 (stereo not given),1.9,1.15,-0.7,-39.6,36.2,-4.7,16.6*,-4.3
COc1ccc(NS(=O)(=O)c2ccc(Br)cc2)cn1,-1.8,1.01,-1.6,2.2,-8.6,0.1,3.3,-0.4
Cn1c(SCc2nc3ccccc3[nH]2)nnc1-c1cccnc1,0.2,1,1.6,-12.4,4.1,0.1,-22.6,-6.2
O=C(C1CCN(S(=O)(=O)c2ccc(F)cc2)CC1)N1CCCC(C(F)(F)F)C1 (stereo not given),1.2,1.02,-0.8,1.0,5.1,-8.7,11.3,-4.9
O=C(CCN(CCO)Cc1ccccc1)Nc1ccc(Br)cc1,-3.7,0.977,1.0,-2.6,5.3,13.9,7.9,6.6
COc1ccc(NC(=O)CSc2ccccc2)cc1S(=O)(=O)N1CCOCC1,0.2,1.16,0.2,1.0,-5.9,-2.5,8.1,-9.3
Cc1cc(F)ccc1S(=O)(=O)Nc1ncnc2sc3c(c12)CCC3,-10.4,1.08,0.0,-8.9,-10.9,31.0,-105.5,2.8
O=C(Cc1cccs1)Nc1ccc([N+](=O)[O-])cc1,0.1,0.905,-0.1,1.5,6.8,-1.9,9.7,10.5
COc1cccc(CNC(=O)Cc2ccc(-c3ccccc3)cc2)c1,-0.9,0.928,1.3,55.2*,13.1,25.4,-27.0,18.0
CCOC(=O)c1c(NC(C)=O)sc2c1CCCNC2=O,-2.8,1.11,-0.8,-0.2,-12.8,6.6,15.2,-5.0
CC(C)CN(C(=O)c1cc2ccccc2o1)c1c(N)n(CC(C)C)c(=O)[nH]c1=O,-1.8,0.91,-0.3,0.5,9.5,6.1,4.0,-2.1
CC(=O)c1cccc(NS(=O)(=O)c2csc(C(N)=O)c2)c1,-0.5,1.11,-1.6,2.2,-7.6,1.5,14.2,5.3
CCOC(=O)N1CCC(NC(=O)C2CCCN(S(=O)(=O)c3cccc4nsnc34)C2)CC1 (stereo not given),0.1,0.881,-0.1,1.2,2.4,-7.2,20.0,3.7
COc1ccc(NC(=O)CN(C)C(=O)c2ccc(NS(=O)(=O)c3ccc(F)cc3)cc2)cc1,-1.0,0.962,-0.8,1.2,9.1,0.9,1.9,-3.3
COc1cc(=O)n(C)c2c(O)cccc12,-1.1,0.942,-1.4,2.6,6.5,-1.5,55.7*,-15.0
CCc1ccccc1N(CC(=O)NCCSCc1ccco1)S(C)(=O)=O,4.3,0.883,0.7,-1.4,-8.9,1.5,20.9,-7.9
CCOC(=O)c1ccc(-c2c(-c3cc(OC)c(OC)c(OC)c3)noc2C)cc1F,-2.1,1.17,-0.5,0.1,-14.3,1.3,9.0,2.2
COc1ccc(S(=O)(=O)NCC2CC3C=CC2C3)cc1OC (stereo not given),8.2,0.958,0.1,3.9,10.0,-1.1,3.9,-10.4
Cc1ccc(NC(=O)CC(O)(C(F)(F)F)C(F)(F)F)c(Br)c1,-2.4,1.01,52.8*,3.4,8.8,3.2,10.0,2.1

# Filtered by structure, the entries above with bromine.
SMILES,GRIN3A LBD mod,hIAP act,MPTP block,SENP1 inh,PfGluPho inh,ATG4B inhibitor,SENP8 inh,SENP6 block
O=C(Nc1ccc(Br)cc1F)c1sccc1-n1cccc1,2.9,1.08,3.7,-2.6,-2.3,10.5,7.9,14.8
O=C(O)c1ccccc1-c1ccccc1C(=O)Nc1ccccc1Br,-1.0,1.1,0.4,2.2,-1.8,-4.1,21.8,4.3
CC1(C(=O)Nc2cccc3ccccc23)CC1(Br)Br (stereo not given),1.4,1.14,3.1,-6.5,18.6,-11.8,-385.7,59.7*
O=C(O)CN1C(c2ccccc2)=Nc2ccc(Br)cc2C1c1ccccc1 (stereo not given),1.2,0.872,-1.0,-1.3,-15.8,2.9,1.8,-10.5
CC1CCCC(NC(=O)COC(=O)c2ccc(Br)o2)C1C (stereo not given),-1.1,0.838,0.6,-0.4,-5.3,-2.2,8.7,-8.5
COc1ccc(NS(=O)(=O)c2ccc(Br)cc2)cn1,-1.8,1.01,-1.6,2.2,-8.6,0.1,3.3,-0.4
O=C(CCN(CCO)Cc1ccccc1)Nc1ccc(Br)cc1,-3.7,0.977,1.0,-2.6,5.3,13.9,7.9,6.6
Cc1ccc(NC(=O)CC(O)(C(F)(F)F)C(F)(F)F)c(Br)c1,-2.4,1.01,52.8*,3.4,8.8,3.2,10.0,2.1

# Screens from PubChem.
